# POLI inh – blocks human DNA polymerase iota activity; Q9UNA4; Pol iota fluorescent replication assay, 10 min; Potency, µM (series often up to 115 µM), for the others: top-dose activity, negative = inhibition, actives largely listed as inhibitors; actives 1% (n = 390,000); AID 588590
#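 Pol iota at 10 nM preincubated 15 min with compounds at room temperature; reaction started with fluorescent substrate, 50 nM final. Fluorescence read kinetically at 0 and 10 min; buffer-only wells as negative control.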
# APE1 inh – inhibitors of human APE1 endonuclease | recombinant APE1, TAMRA/BHQ-2 abasic DNA cleavage fluorescence | Potency, µM (doses to about 65.8 µM), for inactives: at the top dose activity change, negative = inhibition, usual class: inhibitors | actives 0.35% (n = 350,000) | AID 2517;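 also: plate controls were vehicle for no effect and reference inhibitor for full effect; nearly all actives have a fitted effect of over 55% in size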
#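 Measures dequenching upon AP-site incision of a 5'-TAMRA/3'-BHQ-2 THF-containing duplex, 50 nM; human APE1 0.75 nM after 15 min room-temperature exposure to compound; kinetic three-point read at one-minute spacing.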
# POLB inh – inhibitors of human DNA polymerase beta; P06746; Pol beta primer extension/strand displacement, fluorescence kinetic; Potency, µM (doses to about 114 µM), inactives show top-dose activity change, negative = inhibition, most hits filed as inhibitors; actives 1.3% (n = 340,000); AID 485314; also: % is scaled to controls: 0 for no effect and ±100 for the full control effect
#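 Pol beta (10 nM) and compounds were preincubated 15 min at room temperature, then 50 nM substrate (final) started primer extension/strand displacement. Reads were taken at 0 and 10 min; concentration-response data were fitted to a four-parameter Hill equation.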
# Pol kappa inh – inhibitors of human DNA polymerase kappa | Potency, µM (series often up to 107 µM), inactives show at the top dose activity, negative = inhibition, actives largely listed as inhibitors | Q9UBT6 | AID 588579 | purified Pol kappa, fluorescent DNA synthesis assay, 10 min | actives 0.53% (n = 400,000); also: % is scaled to controls: 0 for no effect and ±100 for the full control effect
#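 Kinetic fluorescence screen: compound preincubated 15 min RT with 10 nM enzyme; 50 nM substrate (final) initiates; reads at 0/10 min.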
# JMJD2A Tudor – blocks the human JMJD2A Tudor domain. AlphaScreen JMJD2A-Tudor / H3K4me3 peptide binding. Potency, µM (doses to about 114 µM), for the others: at the top dose activity change, negative = inhibition, usual class: inhibitors. actives 4.4% (n = 390,000); also: % is scaled to controls: 0 for no effect and ±100 for the full control effect; nearly all actives have a fitted effect of over 50% in size
# POLH inh – DNA polymerase eta (human) inhibition | actives 1.2% (n = 390,000) | Potency, µM (titrated, usually from 114 µM), for inactives: top-dose activity change, negative = inhibition, usual class: inhibitors | recombinant Pol eta, fluorescent DNA replication assay | Q9Y253; also: % is scaled to controls: 0 for no effect and ±100 for the full control effect
#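 Fluorescent replication assay: 50 nM final substrate added after a 15 min room-temperature compound preincubation with 10 nM enzyme. Signal taken at 0 min and again at 10 min.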
# BLM helicase inh – blocks DNA unwinding by human BLM helicase | actives 0.2% (n = 350,000) | recombinant BLM DNA unwinding, fluorescence dequenching | P54132 | Potency, µM (doses to about 56.1 µM), for the others: top-dose activity change, negative = inhibition, hits mostly inhibitors | AID 2528;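 also: plate controls were vehicle for no effect and no enzyme for full effect; nearly all actives have a fitted effect of over 35% in size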
# Target sequence (P54132 whole entry, looked up): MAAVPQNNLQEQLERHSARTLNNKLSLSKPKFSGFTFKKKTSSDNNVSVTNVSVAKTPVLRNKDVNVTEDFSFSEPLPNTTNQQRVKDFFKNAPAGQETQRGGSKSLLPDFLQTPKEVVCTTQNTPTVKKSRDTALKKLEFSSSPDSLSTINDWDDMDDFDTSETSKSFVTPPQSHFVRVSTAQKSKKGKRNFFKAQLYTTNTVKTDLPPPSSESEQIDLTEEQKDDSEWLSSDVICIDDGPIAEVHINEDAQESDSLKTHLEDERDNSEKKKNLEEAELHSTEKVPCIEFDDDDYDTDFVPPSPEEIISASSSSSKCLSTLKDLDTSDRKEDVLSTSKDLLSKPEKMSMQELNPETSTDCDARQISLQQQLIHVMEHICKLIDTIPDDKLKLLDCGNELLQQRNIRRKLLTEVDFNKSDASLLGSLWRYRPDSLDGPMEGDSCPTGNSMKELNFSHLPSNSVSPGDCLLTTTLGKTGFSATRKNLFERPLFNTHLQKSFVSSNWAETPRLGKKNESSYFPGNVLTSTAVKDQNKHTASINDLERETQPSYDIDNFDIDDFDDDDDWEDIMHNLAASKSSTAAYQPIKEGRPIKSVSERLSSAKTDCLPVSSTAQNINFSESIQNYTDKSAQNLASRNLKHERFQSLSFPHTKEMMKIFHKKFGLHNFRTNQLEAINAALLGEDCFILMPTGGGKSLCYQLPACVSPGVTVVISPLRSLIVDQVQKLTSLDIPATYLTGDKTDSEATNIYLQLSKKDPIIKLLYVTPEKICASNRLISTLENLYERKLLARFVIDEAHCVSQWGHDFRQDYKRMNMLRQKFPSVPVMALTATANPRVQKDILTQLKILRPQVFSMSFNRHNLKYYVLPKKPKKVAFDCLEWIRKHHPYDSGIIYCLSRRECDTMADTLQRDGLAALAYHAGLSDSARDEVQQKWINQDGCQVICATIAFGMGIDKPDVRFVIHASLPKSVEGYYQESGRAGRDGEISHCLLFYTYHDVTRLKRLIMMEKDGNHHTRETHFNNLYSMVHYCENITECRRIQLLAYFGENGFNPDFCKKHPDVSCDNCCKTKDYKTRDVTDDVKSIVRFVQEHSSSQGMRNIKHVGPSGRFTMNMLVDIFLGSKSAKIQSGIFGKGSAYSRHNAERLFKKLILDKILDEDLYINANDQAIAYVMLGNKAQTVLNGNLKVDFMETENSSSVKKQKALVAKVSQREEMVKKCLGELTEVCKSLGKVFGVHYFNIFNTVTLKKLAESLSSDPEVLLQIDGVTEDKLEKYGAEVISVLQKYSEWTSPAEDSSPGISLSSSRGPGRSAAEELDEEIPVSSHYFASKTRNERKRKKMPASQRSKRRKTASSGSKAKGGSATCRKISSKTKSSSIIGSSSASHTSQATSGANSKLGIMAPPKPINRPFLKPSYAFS
# BAZ2B block – inhibitors of human BAZ2B bromodomain; Q9UIF8; actives 4.4% (n = 360,000); AID 504333; Potency, µM (doses to about 114 µM), inactives show top-dose activity change, negative = inhibition, actives largely listed as inhibitors; AlphaScreen BAZ2B-H3K14Ac peptide displacement; also: % is scaled to controls: 0 for no effect and ±100 for the full control effect; nearly all actives have a fitted effect of over 60% in size
#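 AlphaScreen displacement: compounds (up to 110uM) incubated 30 min at room temperature with a preformed 50 nM BAZ2B/50 nM biotinylated H3K14Ac peptide complex in PBS pH 7.4 with Tween-20. Donor and acceptor beads at 10 ug/mL final added, 20 min light-protected before reading.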
# G9a block – G9a (human) methyltransferase inhibition; Q96KQ7; G9a H3K9 monomethylation, AlphaScreen, 2 h; Potency, µM (highest dose often 102 µM), for inactives: at the highest dose activity, negative = inhibition, usual class: inhibitors; actives 8.8% (n = 350,000); AID 504332; also: % is scaled to controls: 0 for no effect and ±100 for the full control effect; nearly all actives have a fitted effect of over 75% in size
#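 Enzyme 20 nM + cpd, 15 min RT; add b-H3K9 pep 500 nM / SAM 20 uM; 2 h RT; anti-H3K9me1 Ab 0.5 ug/mL + SA donor / anti-rabbit acceptor beads 20 ug/mL each, 10 min; AlphaScreen read.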
# Numbers without * were called inactive; ? = inconclusive; / = not tested or not shown; & = joins results of further samples; ! = a repeat was not active; [ ] = another dose, or the depositor's remark. Calls follow the shape of the dose curve; as a rule, active = well fitted curve in the direction sought with a large enough effect; inconclusive = small, poorly fitted or top-dose-only effect, or another doubt; inactive = no such curve, though single readings can be large; an effect the other way counts as inactive or inconclusive. Potency is read from the fitted curve at half-maximal effect. An excerpt, so the mix of outcomes need not match the whole.
SMILES,POLI inh,APE1 inh,POLB inh,Pol kappa inh,JMJD2A Tudor,POLH inh,BLM helicase inh,BAZ2B block,G9a block
CC(C)(C)NC(=O)NC(=O)CN1CCN(S(=O)(=O)c2ccccc2)CC1,40%[activator],8%,-2%,-2%,-20%,-5%,-1%,-16%,6%
O=C(Nc1ccc(N2CCN(C(=O)c3cccs3)CC2)cc1)c1ccc(Br)o1,14%,-3%,/,-4%,-30%,-23%,/,?,-15%[2.33 µM]
CCOC(=O)c1[nH]c(C(=O)O)c(OC(=O)CC)c1C,23%,1%,17%,-9%,-5%,8%,-7%,6%,19%[2.33 µM]
O=C(CCNC(=O)c1ccccc1)Nc1nc2ccccc2s1,11%,2%,/,4%,-9%,1%,/,-4%,-6%[0.501 µM]
C[C@H]1O[C@@H](n2cc(F)c(=O)[nH]c2=O)[C@H](O)[C@@H]1O,2%,16%&-6%,8%[57.1 µM],-3%,-11%,-4%,3%,-4%,1%[59 µM]
Cc1c(NC(=O)Cc2ccccc2)cccc1-c1nc2cccnc2s1,12%,/,-2%,-4%,-23%,-7%,-4%,-14%,-27%[59 µM]
CCOC(=O)CSc1nc(N)cc(=O)[nH]1,4%,-2%,3%,-1%,7%,-8%,3%,-2%,-6%[2.33 µM]
Cc1ccc(NC(=O)CN(C)C(=O)COC(=O)C2=COCCO2)cc1,9%,7%,/,2%,3%,-8%,/,0%,10%
COC(=O)c1ccc(NC(=O)CSC2=Nc3ccccc3C3CC=NN23)cc1 (configuration not stated),19%,0%,12%,-3%,-10%,0%,-1%,-12%,8%
Cc1ccc(CCNc2ccccc2C)cn1,-1%,0%,38%,2%,-23%,2%,1%,8%,-23%[59 µM]
O=C(COC(=O)CC1CCCC1)Nc1ccc(Cl)cn1,-10%,10%,/,-5%,2%,-7%,/,6%,-6%[2.33 µM]
O=C(O)CCC(=O)Nc1sc2c(c1C(=O)Nc1ccccc1)CCCCC2,30%&8%[activator],-4%,?,-27%&-4%,-32%,89µM*!,-21%&-1%,-18%&-23%,28µM*
C=CCNC(=S)N1CCC(C(=O)c2ccc3c(c2)OCCO3)CC1,14%,7%,21%,-2%,0%,-14%,-5%,2%,0%
O=C(N/N=C/c1ccc(Cl)cc1Cl)c1cccc(N2CCCC2=O)c1,-7%,-20%,46%,-2%,-11%,1%,-2%,-8%,-4%
CCOc1ccc(C2C(C(=O)Nc3ccccc3)=C(C)Nc3nc(-c4ccccc4Cl)nn32)cc1OC (configuration not stated),2%,/,29%,7%,-6%,-16%,-10%,-16%,-8%[59 µM]
COc1ccc([N+](=O)[O-])cc1N(CC(=O)NCc1ccco1)S(C)(=O)=O,5%,3%,18%,-7%,-3%,-16%,-2%,5%,0%
O=C(CCC(=O)NNc1nc2ccccc2c2nc(-c3ccccc3)nn12)NCCCN1CCOCC1,64%[activator],0%,2%,-13%,-21%,5%,-7%,-10%,-33%
O=C(Nc1ccc(Cl)cc1)N1CCN(C(=O)C2CCCO2)CC1 (configuration not stated),4%,7%,19%,7%,-8%,-22%,-2%,-1%,/
CCOc1ccc(-c2nc(C)c(C(C)=O)n2O)cc1,-2%,?,7%,-15%,-19%,-1%,2%,4%,?
CNCCCC1Sc2ccccc2Oc2ccccc21 (configuration not stated),18%,4%,-8%,-3%,8.9µM*,1%,9%,?,7.9µM*
O=C(CN1CCN(S(=O)(=O)c2ccccc2F)CC1)Nc1ccnn1C1CCCC1,7%,-5%,/,2%,-5%,-21%,/,3%,-11%[2.33 µM]
CCc1nnc(NC(=O)CSc2nnc(-c3ccccc3NC(=O)c3ccccc3)o2)s1,-13%,3%,-1%,-15%,-26%,0%,-5%,-2%,17%[59 µM]
CCCCCCN=CC1=C(O)CC(C)(C)CC1=O,11%,-7%,31%,-1%,-5%,7%,-25%,10%,4%[2.33 µM]
O=C(CCc1ccccc1)OCCN1CCOCC1,0%,3%,11%,-6%,6%,-14%,-3%,-38%,?
C[C@H]1CCC[C@@]2(O[C@@H](CCO)C[C@H](O)[C@H]2O)O1,9%,/,/,13%,-11%,-24%,/,/,/
O=C(CNC(=O)c1ccccc1)OCc1cccc([N+](=O)[O-])c1,-8%,2%,4%,5%,-17%,-14%,5%,7%,21%[59 µM]
COc1ccc(CN(C)Cc2c(O)ccc3ccccc23)cc1,96%[activator],42%,14%,-13%,0%,-19%,1%,-2%,18µM*
CCCCNC(=O)CSc1nc2ccccc2nc1Cc1ccc(C)cc1,19%,/,11%,-11%[60.1 µM],-11%,-16%,0%,3%,-5%[59 µM]
Cc1cccc(C)c1NC(=O)CNC(=O)c1ccc2c(c1)OCCO2,8%,-5%,/,-14%,-6%,-8%,/,7%,-12%[59 µM]
COc1ccc(C2=NN(CN3C(=O)C(=O)c4ccccc43)C(c3ccc(C)cc3)C2)cc1 (configuration not stated),1%,-1%,1%,-14%,?,-8%,-8%,?,?

# Continued; the last two above are carried over.
SMILES,POLI inh,APE1 inh,POLB inh,Pol kappa inh,JMJD2A Tudor,POLH inh,BLM helicase inh,BAZ2B block,G9a block
Cc1cccc(C)c1NC(=O)CNC(=O)c1ccc2c(c1)OCCO2,8%,-5%,/,-14%,-6%,-8%,/,7%,-12%[59 µM]
COc1ccc(C2=NN(CN3C(=O)C(=O)c4ccccc43)C(c3ccc(C)cc3)C2)cc1 (configuration not stated),1%,-1%,1%,-14%,?,-8%,-8%,?,?
Nc1nc(Nc2ccccc2)nc(C(F)(F)F)n1,7%,4%,41%,-16%,-19%,-11%,0%,34%[activator],/
CC(C)(C)c1ccc(C(=O)OCC(=O)NCc2ccco2)cc1,26%,17%,/,-9%,-24%,-20%,/,-32%,-4%[12.7 µM]
O=C(OCc1ccc(Cl)c(Cl)c1)c1cccnc1Cl,43%[activator],6%,20%,1%,104%[activator],-2%,-2%,63%[activator],180%[activator]
CCOC(=O)c1ccccc1NC(=O)CN(c1ccc(OCC)cc1)S(C)(=O)=O,/,19%,19%,/,/,/,-6%,2%,/
CC1(c2ccc([N+](=O)[O-])cc2)Nc2ccccc2S1 (configuration not stated),17%,-2%,13%,-4%,40µM*,-27%,-10%,13µM*,28µM*
COC(=O)C1=NNC2(c3ccc(Cl)cc3)C(=O)N(c3ccc(Cl)cc3)C(=O)C12 (configuration not stated),5%,3%,1%,-12%,-23%,-15%,-3%,-3%,2%[59 µM]
Cc1nc2cc(NC(=O)N3CCCC3)ccc2n1C,134%[activator],8%,-23%,-6%,2%,-9%,-4%,-2%,4%
COc1ccccc1C(=O)Nc1nnc(CCc2ccccc2)s1,4%,-1%,14%,-15%,-1%,-8%,-3%,-9%,/
CC(C)NC(C(=O)Nc1cc(Cl)cc(Cl)c1)c1ccccc1 (configuration not stated),4%,-3%,-30%,-7%,8%,?,-8%,7%,17%[59 µM]
Cc1cccc(-c2nc(CSc3nncn4c3cc3oc(C)cc34)c(C)o2)c1,10%,/,4%,3%,-19%,-16%,-10%,-29%,-4%[59 µM]
COc1ccc(C(=O)CN2C(=O)NC3(CCCc4ccccc43)C2=O)cc1 (configuration not stated),9%,47%[activator],/,4%,-21%,-17%,/,-1%,-8%[59 µM]
O=C(CSc1nnc(-c2ccccc2F)o1)NC1CC1,16%,-15%,/,1%,-2%,3%,/,/,/
O=c1c(-c2cc(F)cc(F)c2)nc2cnc(N3CCOCC3)nc2n1-c1ccccc1,/,4%,/,4%[60.1 µM],/,/,-1%,/,1%[12.7 µM]
CCOC(=O)c1ccc(COC(=O)c2nonc2N)cc1,6%,14%,42%,3%,-25%,-10%,-5%,16%,-35%
N#Cc1nc(Cc2ccccc2)oc1N1CCN(c2ccccc2)CC1,-55%,0%,16%,-9%[60.1 µM],28µM*,8%,-5%,10µM*,?
Cc1occc1-c1nc(-c2ccccn2)no1,28%,-7%,11%,-16%,-4%,-13%,3%,-1%,11%
COc1ccc(-c2nc(C(=O)Nc3ccc(C(C)=O)cc3)nn2-c2cccc(Cl)c2)cc1,1%,/,11%,-12%,-9%,-2%,-5%,-15%,-5%[59 µM]
NC(=O)NC(=O)C[n+]1cccc(/C=N/O)c1,91%[activator],-5%,10%,-6%,-3%,-3%,-1%,0%,-30%
O=C(NCCc1ccccc1Cl)c1sc2ncccc2c1-n1cccc1,6%,/,-18%,-9%[60.1 µM],?,-6%,1%,2%,-33%[59 µM]
COc1ccc(CN2C(=O)c3ccccc3C2C(=O)NCc2cccnc2)c(OC)c1 (configuration not stated),17%,?,39%[activator],-6%,-18%,0%,0%,-6%,-9%

# Individual results from above.
# `COc1ccc(C(=O)CN2C(=O)NC3(CCCc4ccccc43)C2=O)cc1` (configuration not stated) in Pol kappa inh is listed with 4%
# `O=C(OCc1ccc(Cl)c(Cl)c1)c1cccnc1Cl` in APE1 inh is listed with 6%
# `COC(=O)C1=NNC2(c3ccc(Cl)cc3)C(=O)N(c3ccc(Cl)cc3)C(=O)C12` (configuration not stated) in POLI inh is listed with 5%
# `COc1ccccc1C(=O)Nc1nnc(CCc2ccccc2)s1` in BAZ2B block is listed with -9%
# `CCCCCCN=CC1=C(O)CC(C)(C)CC1=O` in G9a block is listed with 4%[2.33 µM]

# The listing continues:
SMILES,POLI inh,APE1 inh,POLB inh,Pol kappa inh,JMJD2A Tudor,POLH inh,BLM helicase inh,BAZ2B block,G9a block
O=S(=O)(NCc1nc(-c2ccccc2)no1)c1ccc(F)cc1,-8%,6%,0%,1%,-7%,-7%,-3%,-2%,-5%
CCC(=O)Nc1ccc(C)cc1-c1nc2ccccc2n(Cc2ccccc2)c1=O,23%,/,3%,6%,-1%,?,-3%,-2%,-34%[59 µM]
CCOC(=O)C1CCN(C(=O)C2CCCN(S(=O)(=O)c3ccc(OCC)c(Cl)c3)C2)CC1 (configuration not stated),20%,46%,/,0%,-14%,-25%,/,2%,-9%[0.501 µM]
CC1CCN(c2nc3c(S(=O)(=O)c4ccccc4)nnn3c3ccc(Cl)cc23)CC1,16%,/,?,5%,25%,-9%,-4%,9%,34%[59 µM]
S=C1NCN(Cc2ccco2)CN1CCc1ccccc1,-8%,-5%,19%,13%,-13%,-8%,-1%,-26%,?
Cc1ccccc1C(=O)NC(=S)NC1CCSC1=O (configuration not stated),19%,-2%,3%,-13%,-8%,-14%,-3%,11%,-20%[59 µM]
Cc1ccc2nc3c(nc2c1C)C(O)=C3O,46%[activator],-3%,-20%,-1%,-18%,-19%,-1%,-3%,13µM*

# Compound activity deposited in PubChem by National Center for Advancing Translational Sciences (NCATS).
